Screening results deposited in PubChem by The Scripps Research Institute Molecular Screening Center.
CHO parental Ca: signal in parental CHO cells, OX1R antagonist counter-screen; parental CHO-K1, ATP-induced calcium, Fluo-8 fluorescence; 0.63% of 330,000 active; inhibition, % at 5.6 µM;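 active = inhibition above that plate's mean sample inhibition plus 3 SD, cut at about 26% in these data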;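 also: 0% = ATP-challenged DMSO wells and 100% = DMSO wells without ATP; some compounds past the cut are filed as inactive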
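Material – parental CHO cells · Reagent – ATP stimulus · Compound – single nominal dose of 5.6 µM per compound · Detection – Fluo-8 fluorescence · Read-out basis – percent inhibition of calcium signal · Controls – ATP-challenged DMSO wells low, unchallenged DMSO wells high · Repeats – no replicates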
TAAR1 antagonist: antagonists of human TAAR1. Q96RJ0. CHO RD-HGA16 TAAR1, Fluo-8 calcium fluorescence, antagonist. inhibition, % at 3 µM. 1.5% of 360,000 active. AID 624466;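 active = inhibition above a per-plate cutoff, the mean inhibition of test compounds on that plate plus 3 SD, cut at about 49% in these data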;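 also: 0% = DMSO plus EC80 beta-PEA response and 100% = DMSO alone without agonist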
Target sequence (Q96RJ0 whole entry, looked up): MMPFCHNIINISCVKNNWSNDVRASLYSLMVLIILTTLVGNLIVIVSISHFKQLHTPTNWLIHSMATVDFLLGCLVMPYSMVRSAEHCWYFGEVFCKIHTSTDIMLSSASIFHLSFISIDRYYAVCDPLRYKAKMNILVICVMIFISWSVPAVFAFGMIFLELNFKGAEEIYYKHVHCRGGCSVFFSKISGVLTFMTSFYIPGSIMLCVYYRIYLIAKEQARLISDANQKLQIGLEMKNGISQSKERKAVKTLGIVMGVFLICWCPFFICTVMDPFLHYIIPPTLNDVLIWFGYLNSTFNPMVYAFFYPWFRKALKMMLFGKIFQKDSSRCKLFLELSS
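test system = CHO RD-HGA16 cells bearing hTAAR1 | replication = singlicate | controls = DMSO-only wells and EC80 β-PEA-stimulated wells | reagent = EC80 β-phenethylamine stimulus | read-out basis = percent inhibition of PEA-evoked calcium signal, max/basal emission ratio | schedule = seeding 17-24 h prior, 75-min 37 °C, 30-min RT dye loading | signal = kinetic Fluo-8 calcium fluorescence measurement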
M1 ag parental: M1 agonist counterscreen hit in parental CHO-K1 cells; 0.48% of 360,000 active; Fluo-8 calcium fluorescence; scaled to maximal ATP response, vehicle zero; AID 602248; activation, % at 3 µM; in the data active = activation above about 15%;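 also: untransfected CHO-K1 host cells lacking M1 receptor as counterscreen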
TAAR1 agonist: agonists of human TAAR1. CHO RD-HGA16 TAAR1, Fluo-8 calcium fluorescence; vehicle wells 0%, saturating PEA agonist 100%. Q96RJ0. 0.99% of 360,000 active. activation, % at 3 µM;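 active = activation above the mean activation of all test compounds in the run plus 3 SD, cut at about 38% in these data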
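System: CHO-derived RD-HGA16 cells with stable Gα16 and human TAAR1. Times: 17-24 h plating, Fluo-8 75 min 37 °C, 30 min RT. Measured by: calcium-sensitive Fluo-8 signal, excitation 470-495, emission 515-575 nm. Read-out basis: % activation relative to PEA EC100 response. Control set: DMSO and PEA EC100. Repeats: no replicates (n 1).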
M1 PAM: positive allosteric modulators of human M1 muscarinic receptor; P11229; CHO-K1 hM1, Fluo-8 calcium fluorescence, ACh EC20; 0% = ACh EC20, 100% = maximal ACh; activation, % at 3 µM; 0.088% of 360,000 active; AID 588819; in the data active = activation above about 19%, passing the limit was not always enough
Target sequence (P11229 whole entry, looked up): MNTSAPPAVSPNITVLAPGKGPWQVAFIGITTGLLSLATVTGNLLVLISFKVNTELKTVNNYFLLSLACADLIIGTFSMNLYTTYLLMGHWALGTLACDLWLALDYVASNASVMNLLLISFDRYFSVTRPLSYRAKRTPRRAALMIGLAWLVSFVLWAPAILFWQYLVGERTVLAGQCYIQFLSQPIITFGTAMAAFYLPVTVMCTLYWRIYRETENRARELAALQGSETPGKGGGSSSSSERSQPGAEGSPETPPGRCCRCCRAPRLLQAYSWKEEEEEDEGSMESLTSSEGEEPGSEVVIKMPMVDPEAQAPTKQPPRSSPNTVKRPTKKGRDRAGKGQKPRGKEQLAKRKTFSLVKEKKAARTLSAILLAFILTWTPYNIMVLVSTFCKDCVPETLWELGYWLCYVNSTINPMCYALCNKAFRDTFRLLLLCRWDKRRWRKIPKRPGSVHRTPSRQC
M1 PAM parental: nonselective activator or artifact in parental CHO-K1 calcium assay | ATP EC20, Fluo-8 calcium fluorescence; 0% at ATP EC20, 100% at ATP max | activation, % at 3 µM | 0.02% of 360,000 active | AID 602247;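 active = activation above the run cutoff, the mean activation of all test compounds plus 3 SD, cut at about 40% in these data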;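 also: peak over basal fluorescence ratio in a 140 s read after ATP addition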
CHRM1 agonist: human M1 muscarinic receptor agonism | P11229 | AID 588814 | CHO-K1 hM1, Fluo-8 calcium fluorescence, agonist mode; 0% DMSO, 100% acetylcholine EC100 | 0.33% of 360,000 active | activation, % at 3 µM;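 active = activation above the run's mean compound activation plus 3 SD, cut at about 16% in these data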;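 also: peak over basal fluorescence ratio within a 140 s kinetic read after compound addition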
CHO-K1 Ca antag: nonselective inhibitor or artifact in parental CHO-K1 cells; ATP-induced calcium, Fluo-8 fluorescence; inhibition, % at 3 µM; 0.6% of 360,000 active;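 active = inhibition above a per-plate cutoff, the plate's mean sample inhibition plus 3 SD, cut at about 24% in these data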;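 also: 0% = DMSO plus EC80 ATP and 100% = DMSO alone without ATP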
CHRM1 antagonist: human CHRM1 antagonism | P11229 | CHO-K1 hM1, Fluo-8 calcium fluorescence, ACh EC80 antagonist | inhibition, % at 3 µM | 1.3% of 360,000 active | AID 588852;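 active = percent inhibition above its own plate's cutoff, namely the mean of that plate's compound wells plus 3 SD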;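 also: peak over basal fluorescence ratio during 140 s after agonist addition; 0% = ACh EC80 plus DMSO and 100% = DMSO alone without agonist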
* hit, by the source's call; nt = no result given.

1) CCN(Cc1ccccc1)c1cc2c(c3c1ccn3C)C1CCC2C1 (stereo not given)
2) O=C(Cc1cccs1)Nc1nnc(SCC(=O)NC2CCCCC2)s1
3) COc1cc(C=O)ccc1OC(=O)Nc1ccccc1
4) CCOC(=O)c1ccc(-c2n[nH]c(=O)c3ccccc23)cc1
5) CCc1ccc(NC(=O)[C@H](C)NC(=O)C2CCN(C(=O)[C@@H](NC(=O)OC(C)(C)C)C(C)C)CC2)cc1
6) O=C(CC12CC3CC(CC(Br)(C3)C1)C2)NC1CCCC1
screen / no.	1	2	3	4	5	6
CHO parental Ca	nt	-11	-3	-12	-15	-10
TAAR1 antagonist	-24	3	-41	-14	-6	2
M1 ag parental	-0.3	0.3	2.2	0.4	-1.8	0.8
TAAR1 agonist	4	-2	15	11	-2	0
M1 PAM	6	3	9	5	9	-37
M1 PAM parental	3	1	15	19	5	18
CHRM1 agonist	-3	-2	0	-5	-9	-15
CHO-K1 Ca antag	15	-9	-11	-3	-20	-20
CHRM1 antagonist	-9	-2	-14	-6	-18	55*

3 compounds from above, ordered by molecular weight, largest number first:
5) CCc1ccc(NC(=O)[C@H](C)NC(=O)C2CCN(C(=O)[C@@H](NC(=O)OC(C)(C)C)C(C)C)CC2)cc1
6) O=C(CC12CC3CC(CC(Br)(C3)C1)C2)NC1CCCC1
4) CCOC(=O)c1ccc(-c2n[nH]c(=O)c3ccccc23)cc1
screen / no.	5	6	4
CHO parental Ca	-15	-10	-12
TAAR1 antagonist	-6	2	-14
M1 ag parental	-1.8	0.8	0.4
TAAR1 agonist	-2	0	11
M1 PAM	9	-37	5
M1 PAM parental	5	18	19
CHRM1 agonist	-9	-15	-5
CHO-K1 Ca antag	-20	-20	-3
CHRM1 antagonist	-18	55*	-6

(next part)
7) COc1cccc(C2C(C#N)=C(N)N(N(C)C)C3=C2C(=O)CC(C)(C)C3)c1OC (stereo not given)
8) Cc1n[nH]c(C)c1S(=O)(=O)N1CCN(c2ccccn2)CC1
9) CCN(C(=O)c1ccco1)c1nc(CC(=O)Nc2ccc(Cl)cc2)cs1
10) Cc1ccc(NC(=O)CSC(C)C(=O)OCc2cc(=O)oc3cc(O)ccc23)cc1 (stereo not given)
11) CCOC(=O)CN1C(=O)N[C@@H](c2cccc(C(F)(F)F)c2)[C@H](C(C)=O)[C@H]1C
12) O=C(CN1C(=O)/C(=C2\SC(=S)N(CCS(=O)(=O)O)C2=O)c2ccccc21)Nc1cccc(Br)c1
screen / no.	7	8	9	10	11	12
CHO parental Ca	-15	-2	-20	nt	-9	-17
TAAR1 antagonist	8	5	7	23	-5	3
M1 ag parental	0.2	-0.2	7.1	6.0	1.7	0.7
TAAR1 agonist	1	1	-2	9	11	0
M1 PAM	6	-5	-1	-3	3	4
M1 PAM parental	10	-3	14	6	21	3
CHRM1 agonist	-2	-10	1	-3	0	-7
CHO-K1 Ca antag	-14	10	-23	-6	-14	-15
CHRM1 antagonist	-12	-3	-12	-2	-1	-1

13) Cc1c(C(=O)c2ccc(Cl)c([N+](=O)[O-])c2)c2ccccn2c1CCC#N
14) CCOC(=O)c1ccc(N2C(=O)c3n[nH]c(C)c3C2c2ccccn2)cc1 (stereo not given)
15) COc1ccccc1NC(=O)c1ccc(SCC(=O)NCc2ccccc2Cl)c([N+](=O)[O-])c1
16) Cc1cccc(COCC(CC(C)C)N2CCN(C(=O)c3ccc(C(C)(C)C)cc3)CCC2=O)c1 (stereo not given)
17) COc1ccc(OC)c(-n2c(-c3ccc(O)cc3O)n[nH]c2=S)c1
18) CCOC(=O)c1sc(NC(=O)c2ccc(S(=O)(=O)N3CCOCC3)cc2)cc1C
screen / no.	13	14	15	16	17	18
CHO parental Ca	2	-11	-15	-13	-3	-14
TAAR1 antagonist	6	-4	-11	71*	10	25
M1 ag parental	1.8	0.4	0.5	3.1	0.2	3.9
TAAR1 agonist	1	0	1	10	0	19
M1 PAM	5	3	1	-13	5	2
M1 PAM parental	4	-2	21	11	-7	10
CHRM1 agonist	-2	-3	-10	-6	-1	-2
CHO-K1 Ca antag	3	8	-8	-9	-18	8
CHRM1 antagonist	6	0	-12	25	-8	-1

19) CN1/C(=C\C(=O)c2cccnc2)Sc2ccccc21
20) C=C(C)C1CC=C(CN2CCC(C(=O)OCC)CC2)CC1 (stereo not given)
21) COc1cc(C(=O)Nc2cc(-c3ccccc3)[nH]n2)cc(OC)c1OC
22) Cc1nn(-c2ccccc2)c(C)c1C(=O)OCC(=O)NC(=O)NC1CCCCC1
23) COc1ccc([C@H]2CC(=O)C=C(C#CC(C)(C)C)C2)cc1
24) CNC(=S)NNC(=O)c1sccc1OCc1ccc(C)cc1
screen / no.	19	20	21	22	23	24
CHO parental Ca	-5	-18	-18	-3	-15	-17
TAAR1 antagonist	-8	0	19	-5	-14	-2
M1 ag parental	2.9	1.6	1.0	-0.6	-0.6	0.5
TAAR1 agonist	7	3	8	-2	7	8
M1 PAM	8	-7	0	4	-7	8
M1 PAM parental	21	8	12	-6	-8	12
CHRM1 agonist	-10	16	0	1	-7	9
CHO-K1 Ca antag	-11	-6	15	8	6	0
CHRM1 antagonist	-2	29	-5	-35	11	-9

Entries listed so far that have sulfur (10):
2) O=C(Cc1cccs1)Nc1nnc(SCC(=O)NC2CCCCC2)s1
8) Cc1n[nH]c(C)c1S(=O)(=O)N1CCN(c2ccccn2)CC1
9) CCN(C(=O)c1ccco1)c1nc(CC(=O)Nc2ccc(Cl)cc2)cs1
10) Cc1ccc(NC(=O)CSC(C)C(=O)OCc2cc(=O)oc3cc(O)ccc23)cc1 (stereo not given)
12) O=C(CN1C(=O)/C(=C2\SC(=S)N(CCS(=O)(=O)O)C2=O)c2ccccc21)Nc1cccc(Br)c1
15) COc1ccccc1NC(=O)c1ccc(SCC(=O)NCc2ccccc2Cl)c([N+](=O)[O-])c1
17) COc1ccc(OC)c(-n2c(-c3ccc(O)cc3O)n[nH]c2=S)c1
18) CCOC(=O)c1sc(NC(=O)c2ccc(S(=O)(=O)N3CCOCC3)cc2)cc1C
screen / no.	2	8	9	10	12	15	17	18
CHO parental Ca	-11	-2	-20	nt	-17	-15	-3	-14
TAAR1 antagonist	3	5	7	23	3	-11	10	25
M1 ag parental	0.3	-0.2	7.1	6.0	0.7	0.5	0.2	3.9
TAAR1 agonist	-2	1	-2	9	0	1	0	19
M1 PAM	3	-5	-1	-3	4	1	5	2
M1 PAM parental	1	-3	14	6	3	21	-7	10
CHRM1 agonist	-2	-10	1	-3	-7	-10	-1	-2
CHO-K1 Ca antag	-9	10	-23	-6	-15	-8	-18	8
CHRM1 antagonist	-2	-3	-12	-2	-1	-12	-8	-1

19) CN1/C(=C\C(=O)c2cccnc2)Sc2ccccc21
24) CNC(=S)NNC(=O)c1sccc1OCc1ccc(C)cc1
screen / no.	19	24
CHO parental Ca	-5	-17
TAAR1 antagonist	-8	-2
M1 ag parental	2.9	0.5
TAAR1 agonist	7	8
M1 PAM	8	8
M1 PAM parental	21	12
CHRM1 agonist	-10	9
CHO-K1 Ca antag	-11	0
CHRM1 antagonist	-2	-9
